# Yfh1-off respiration – enhancers of respiration in Yfh1-depleted yeast, dose response, Friedreich's ataxia, plus single-dose screen (AID 1465); S. cerevisiae Yfh1-off respiration, WST-1 reduction, 72 h; higher fold induction means a stronger effect; one-dose fold induction at 50 µM; EC50 in µM for titrated hits; actives 0.074% (n = 220,000);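 active = fold induction of absorbance versus untreated yeast above a set limit, then at least 30% activation at any dose in follow-up; inconclusive = repeats straddling the limit, or above it without dose testing; inactive = fold induction below the set limit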;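 also: activators that raise dye reduction in frataxin-depleted yeast; strong numbers were not always called active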
# Rac1 GTP hydrolysis – MgcRacGAP GTPase-activating activity inhibitors, confirmation, biochemical, ADP Hunter fluorescence | Rac GTPase-activating protein 1 (Homo sapiens) | MgcRacGAP-stimulated Rac1 GTP hydrolysis, ADP Hunter fluorescence; higher % means a stronger effect; GST-tagged Rac1 F28L mutant substrate | inhibition, % at 30 µM, or IC50 in µM where a hit was titrated | actives 0.6% (n = 340,000) | AID 624330, 2012;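 active = first-screen hits whose inhibition reached a set limit at any dose in the follow-up dose series; inconclusive = inhibition above the set first-screen limit but never retested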;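 also: fluorescence reports GDP produced by GAP-driven GTP hydrolysis; strong numbers were not always called active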
# SV40 large T antigen – SV40 large T antigen inhibitors, biochemical (AID 1903); SV40 large T antigen ATPase/helicase inhibition assay; higher % means a stronger effect; inhibition, % at 20 µM, or IC50 in µM where a hit was titrated; actives 0.39% (n = 310,000); in the data active = a potency from the dose series; inconclusive = inhibition mostly from about 32% at the one dose, without a potency; inactive = the rest, 99 in 100 with inhibition below about 32%; also: strong numbers were not always called active
# GPR55 beta-arrestin – GPR55 agonists via beta-arrestin recruitment, primary screen, imaging, U2OS cells, beta-arrestin-GFP redistribution (AID 1961). U2OS GPR55 beta-arrestin-GFP redistribution imaging; higher % means a stronger effect. activation, % at 10 µM, or EC50 in µM where a hit was titrated. actives 0.048% (n = 290,000);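 active = activation above 40% with more than 50 cells counted in the well; inconclusive = wells holding fewer than 50 cells, flagged as toxic or sparse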;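 also: U2OS osteosarcoma cells stably expressing GPR55 and beta-arrestin-GFP; plate controls were DMSO negative control for no effect and LPI positive control for full effect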
# GPR35 arrestin U2OS – GPR35 antagonists blocking zaprinast-driven arrestin recruitment, primary screen, imaging, U2OS, beta-arrestin-GFP, zaprinast agonist (AID 2058). U2OS GPR35 beta-arrestin-GFP translocation imaging, zaprinast antagonism; higher % means a stronger effect. one-dose inhibition, % at 10 µM; IC50 in µM for titrated hits. actives 0.052% (n = 290,000);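 active = inhibition of at least 50% with at least 30 cells and total cytoplasm GFP at most 10,000,000; inconclusive = under 30 cells or total GFP of 10,000,000 plus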
# Dengue-2 NS5 capping – Dengue-2 NS5 methyltransferase inhibitors, primary screen, biochemical, confirmation dose response (AID 588689); Genome polyprotein (Dengue virus type 2 (strain 16681-PDK53)); Dengue-2 NS5 methyltransferase capping enzyme assay, biochemical; higher % means a stronger effect; inhibition, % at 25 µM; hits with a dose series show IC50 in µM; actives 0.3% (n = 340,000); in the data active = a potency from the dose series; inconclusive = inhibition above about 29% without an active follow-up result
# GPR55 antagonists – GPR55 antagonists blocking LPI-driven arrestin recruitment, primary screen, imaging, U2OS, beta-arrestin-GFP, LPI agonist (AID 2013); U2OS GPR55 beta-arrestin-GFP translocation imaging, LPI antagonism; higher % means a stronger effect; inhibition, % at 10 µM; hits with a dose series show IC50 in µM; actives 0.13% (n = 290,000); G-protein coupled receptor 55 (Homo sapiens);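 active = spots per cell inhibited over 60%, with over 100 cells counted and total cytoplasm intensity under 500,000; inconclusive = wells with under 100 cells, flagged as likely toxic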;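 also: U2OS cells stably carrying GPR55 and arrestin-GFP stimulated by 5 µM LPI near EC80; imaged beta-arrestin-GFP aggregate spots per cell after agonist stimulation; plate controls were LPI-stimulated DMSO wells for no effect and DMSO wells without LPI for full effect; some results filed as inactive read as strong as hits; confirmed hits need IC50 under 10 µM and bright autofluorescent wells are also inconclusive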
# AID2073 – inhibitors of Mint1-CaV2.2 protein interaction, biochemical, HTRF (AID 2073); HTRF protein-protein interaction, Mint1-CaV2.2; higher % means a stronger effect; one-dose inhibition, % at 20 µM; IC50 in µM for titrated hits; actives 0.19% (n = 290,000); in the data active = inhibition mostly above about 51%, no sharp cut-off; inconclusive = no clear call, values can overlap the other calls; inactive = mostly below about 53%; also: some results filed as inactive read as strong as hits
# NTR1 agonist – agonists of NTR1, primary screen, imaging, U2OS cells, beta-arrestin-GFP, high content (AID 493036) | Neurotensin receptor type 1 (Homo sapiens), P30989 | NTR1-U2OS beta-arrestin-GFP spot imaging, agonist mode | activation, % at 20 µM | actives 0.17% (n = 330,000);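 active = activation at or above 40% of the spot to cytoplasm intensity ratio, with at least 20 cells analyzed; inconclusive = wells under 20 cells, flagged as cytotoxic or low count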;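 also: 0% = DMSO without peptide and 100% = 100 nM NTR1 peptide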
# Target sequence (P30989 whole entry, looked up): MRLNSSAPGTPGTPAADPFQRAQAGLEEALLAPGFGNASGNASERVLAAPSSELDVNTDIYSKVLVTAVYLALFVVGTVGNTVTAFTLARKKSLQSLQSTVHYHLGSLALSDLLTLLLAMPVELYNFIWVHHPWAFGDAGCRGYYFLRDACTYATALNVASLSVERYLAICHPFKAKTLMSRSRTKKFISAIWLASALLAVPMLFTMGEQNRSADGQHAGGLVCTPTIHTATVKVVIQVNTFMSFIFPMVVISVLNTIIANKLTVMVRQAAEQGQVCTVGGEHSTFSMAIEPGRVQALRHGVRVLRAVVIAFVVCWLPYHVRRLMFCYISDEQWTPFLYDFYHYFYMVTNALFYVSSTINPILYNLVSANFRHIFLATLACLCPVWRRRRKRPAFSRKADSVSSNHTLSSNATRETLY
# NTR1 agonist cell count 20 µM – also measured in NTR1 agonist; calls as there; cell count; measured here: cell count, cytotoxicity flag
# Dengue-2 NS5 capping pilot replicate – second read-out of Dengue-2 NS5 capping, no call of its own (marks repeat the call); inhibition, %; measured here: pilot screen replicate inhibition
# * marks the source's active call; other numbers are inactive results; i = inactive; ? = inconclusive; nt = no result given.
SMILES,Yfh1-off respiration,Rac1 GTP hydrolysis,SV40 large T antigen,GPR55 beta-arrestin,GPR35 arrestin U2OS,Dengue-2 NS5 capping,GPR55 antagonists,AID2073,NTR1 agonist,NTR1 agonist cell count 20 µM,others
O=c1cc(N2CCOCC2)[nH]c(=O)n1C1CCCCC1,i,3%,14%,-0.1%,13%,-4%,23%,-10%,-0.5,45,
CCCOc1ccccc1N/C(N)=N/c1nc(C)cc(C)n1,i,17%,10%,-0.1%,4%,-11%,-1%,-8%,0.8,76,
O=[N+]([O-])c1ccc2c(c1)CNc1ccccc1O2,i,4%,26%,-0.6%,-14%,0%,9%,-1%,0.0,68,
C[C@H](NC(=O)[C@@H]1Cc2ccccc2CN1)C(=O)NC1CCCC1,nt,-15%,11%,0.3%,-8%,-11%,14%,-4%,-1.2,59,
O=C(c1ccco1)N1CCN(C(=O)c2sccc2-c2ccccc2)CC1,i,6%,1%,0.2%,-16%,-3%,5%,7%,0.0,72,
CCOc1ccc(NC(=O)CN(C)C(=O)CSCc2c(C)noc2C)cc1OCC,nt,16%,5%,nt,nt,-4%,nt,nt,-1.0,65,
COc1ccc(S(=O)(=O)N2CCN(c3ccc(F)cc3)CC2)cc1C(=O)N1CCCC1,nt,6%,-4%,-0.2%,-11%,-3%,-8%,8%,0.0,46,
Cc1ccc(Cl)c(OCCN2CCCC(C)C2)c1 (stereo unspecified),i,20%,5%,-0.2%,14%,3%,15%,5%,2.4,49,
COCCCNC(=O)C(CC(N)=O)NC(=O)OCc1ccccc1 (stereo unspecified),i,6%,8%,-0.3%,-8%,1%,-2%,12%,-1.1,63,
O=C(NCc1nc(-c2ccc(C(F)(F)F)cc2)no1)c1cccs1,i,14%,6%,-0.2%,1%,-5%,-3%,-10%,-0.2,62,
O=C(c1ccc2c(c1)OCO2)C1CCCN(Cc2ccc3nsnc3c2)C1 (stereo unspecified),i,-4%,nt,0.5%,13%,-5%,-6%,-5%,0.5,51,
CCOC(=O)C1=C(C)NC(=O)NC1c1ccsc1 (stereo unspecified),i,12%,16%,-0.2%,15%,-5%,14%,9%,-0.6,42,
O=C(CSc1nnc(NC(=O)c2ccccc2)s1)NCC1CCCO1 (stereo unspecified),nt,1%,7%,-0.1%,-2%,1%,4%,11%,0.4,54,
CCOC(=O)C1=C(C)NC(C)=C(C(=O)OCC)C1c1cn(-c2ccccc2)nc1-c1ccco1,i,-3%,3%,-0.1%,4%,-1%,10%,9%,-0.5,81,
Cc1cc2cccc(C)c2nc1SCC(=O)N(C)c1nc(-c2ccccc2)cs1,i,5%,0%,-0.1%,14%,0%,13%,4%,6.2,78,
COCCCn1c(=N)c(C(=O)NCC2CCCO2)cc2c(=O)n3cccc(C)c3nc21 (stereo unspecified),i,14%,6%,-0.1%,?,0%,1%,?,3.4,39,
Cc1ccc(Cl)cc1N1CCN(C(=O)C(=O)N2CCCCC2)CC1,i,5%,0%,-0.2%,-6%,-3%,2%,-4%,0.9,56,
Cc1nc(NCc2ccco2)nc2c1C(=O)CC(C)C2 (stereo unspecified),i,9%,5%,0.0%,13%,-4%,0%,11%,-0.9,67,
CCN(c1ccccc1)S(=O)(=O)c1cc2c(cc1C)N(C)CCO2,nt,8%,nt,-0.3%,4%,6%,-14%,9%,-5.2,70,
O=C(CN1C(=O)c2ccccc2C1=O)Nc1ccccc1F,i,5%,13%,0.2%,-5%,2%,1%,14%,-1.1,81,
CCCCn1c(N)c(N(CC(C)C)C(=O)c2cccc(S(=O)(=O)N3CCCCC3)c2)c(=O)[nH]c1=O,nt,0%,8%,nt,nt,4%,nt,nt,-0.5,59,
Cc1ccc(S(=O)(=O)N2CCC(C(=O)NC3CC(C)(C)NC(C)(C)C3)CC2)cc1C,nt,-1%,24%,-0.1%,9%,2%,19%,2%,-0.6,64,
CCN(CC)CCN1C(=O)C(=O)/C(=C(/O)c2ccc(S(=O)(=O)N3CCOCC3)cc2)C1c1ccc(C)cc1 (stereo unspecified),nt,4%,8%,0.2%,-4%,-4%,-6%,2%,-0.4,62,
CN(c1ccccc1)c1ccc(/C=C/[N+](=O)[O-])cc1,i,23µM*,11%,-0.1%,0%,-49%,-19%,37%,nt,nt,
Nc1cccc(S(=O)(=O)c2cccc(N)c2)c1,nt,7%,7%,-0.2%,-7%,1%,8%,2%,-0.2,64,
O=C(CSc1nnc(COc2ccccc2)o1)N1CCCC1,nt,4%,3%,-0.2%,-8%,-1%,-1%,31%,-0.7,48,
CCOc1ccc(-c2nnc(N)s2)cc1,i,5%,-1%,0.6%,12%,-2%,11%,?,1.1,29,
COc1cc(/C=N/NC(=O)COc2c(C)cc([N+](=O)[O-])cc2C)ccc1OC(=O)c1ccccc1Br,i,8%,8%,-0.1%,3%,0%,10%,9%,3.2,69,
Cc1ccc(S(=O)(=O)Nc2ccc3[nH]c(=O)[nH]c3c2)c(C)c1,i,3%,6%,-0.1%,27%,1%,10%,-6%,0.4,36,
COCCCNC(=O)c1ccccc1Oc1ccccc1,i,0%,18%,0.3%,4%,2%,9%,6%,-0.4,50,
O=C(CCOc1ccccc1)Nc1ccnn1C1CCN(Cc2ccc(F)cc2)CC1,nt,-4%,-6%,-0.1%,9%,-3%,12%,6%,1.4,76,
N#CCSc1nc(Nc2ccc3c(c2)OCO3)c2ccccc2n1,i,14%,5%,0.0%,11%,-7%,37%,15%,22,54,
CC(C)(C)c1ccc(-c2noc(CCC(=O)N3CCOCC3)n2)cc1,i,5%,10%,-0.5%,-13%,-1%,-7%,-1%,-0.3,65,
NNC(=S)NC1CCCCC1,i,5%,9%,-0.2%,-3%,-2%,-2%,-1%,0.2,38,
N#CCCN(CCC#N)C(=O)COc1ccc(Cl)cc1Cl,i,7%,-1%,0.0%,-8%,-3%,8%,11%,-0.6,79,Dengue-2 NS5 capping pilot replicate=1.5
Cn1c(C(=O)NCCCN2CCCCCC2)cc2c(=O)n(C)c3ccccc3c21,i,-5%,-1%,-0.3%,15%,-7%,10%,8%,6.2,47,
Cc1cc(NC(=O)C2CCCN(S(=O)(=O)c3c(C)noc3C)C2)n[nH]1 (stereo unspecified),i,0%,-2%,0.3%,-5%,-4%,8%,-2%,0.4,60,
CCO[C@H]1OC(C(=O)N2CCN(C)CC2)=C[C@@H](C(C)(C)C)[C@@H]1CCCO,i,8%,-2%,0.5%,-3%,-9%,8%,12%,-2.9,90,
CS(=O)(=O)N1CCC(C(=O)N2CCN(c3cccc(Cl)c3)CC2)CC1,i,-4%,2%,0.0%,8%,-6%,-4%,-14%,-0.2,58,
CCCn1c(SCC(=O)NC2CCCCC2)nnc1-c1ccco1,nt,-2%,18%,0.0%,-2%,1%,18%,18%,0.1,47,
Cn1nc(C(F)(F)F)c(-c2ccc(F)cc2)c1NC(=O)c1cccnc1,i,nt,13%,0.0%,-8%,nt,1%,3%,-0.4,59,
O=C1Nc2ccc(Br)cc2C1=Nc1ccc(-c2nnc3n2CCCCC3)cc1,nt,nt,27%,0.0%,0%,nt,-2%,17%,3.0,43,
COc1cc(C2C3=C(CCCC3=O)Nc3[nH]n(-c4ccccc4)c(=O)c32)ccc1OC(C)=O (stereo unspecified),i,13%,35%,-1.0%,10%,0%,13%,6%,-0.3,53,
O=C(/C(=C/O)N=Nc1ccccc1)c1ccncc1,i,3%,3%,0.2%,-7%,18%,8%,-15%,2.5,50,
CCc1ccccc1NC1=NCC(=O)N1Cc1ccc2c(c1)OCO2,i,0%,2%,-0.1%,20%,15%,2%,9%,1.9,62,
CCCCN(CC)c1nc(N)c2c(N)nc(OCC)cc2c1C#N,i,6%,9%,-0.1%,-1%,1%,22%,16%,1.9,57,
Cc1sccc1/C=N/NC(=O)c1ccco1,nt,4%,15%,-0.2%,-13%,-2%,4%,5%,0.2,50,
Cc1[nH]c2ccccc2c1CC#N,nt,8%,17%,-0.2%,3%,4%,15%,3%,-0.5,45,
CCOC(=O)c1ccc(NC(=O)c2cccc(S(=O)(=O)N3c4ccccc4CC3C)c2)s1 (stereo unspecified),i,6%,0%,0.0%,-3%,-6%,6%,28%,2.6,45,
Cc1c(C#N)c(N=CN(C)C)c(C(=O)c2ccc(Br)cc2)n1-c1ccccc1,i,8%,2%,-0.1%,-4%,-4%,-12%,4%,3.7,53,
CCN(c1ccccc1)S(=O)(=O)c1ccc(C(=O)Oc2ccc(C(C)=O)cc2)cc1,i,10%,9%,0.3%,-5%,-7%,1%,-3%,9.5,49,
O=C(c1cc(-c2cccnc2)nc2ccccc12)N1CCCc2ccccc21,i,13%,-8%,0.0%,6%,-13%,14%,5%,0.0,97,
COc1ccc2oc(=O)c(-c3nc(C)cs3)cc2c1,i,3%,1%,-0.2%,3%,-2%,3%,24%,4.9,80,
O=C(Nc1nnc(-c2cccs2)s1)C1CC1,i,4%,7%,0.2%,4%,4%,14%,14%,-0.5,56,
Cc1ccc(S(=O)(=O)Cn2nnnc2C(C(C)C)N2CCc3ccccc3C2)cc1 (stereo unspecified),i,0%,11%,-0.2%,-2%,1%,15%,10%,1.3,48,
COc1ccc(NC(=O)CSc2ccc(-c3cccnc3)nn2)c(OC)c1,nt,10%,2%,-0.1%,-4%,-5%,16%,10%,0.3,45,
COC(=O)C1C/C(=N\NS(=O)(=O)c2ccc(C)cc2)c2sccc2C1 (stereo unspecified),i,6%,8%,0.4%,-3%,0%,-14%,-3%,1.1,49,
CC1CCN(S(=O)(=O)c2cccc(-c3nnc(-c4cccnc4)o3)c2)CC1,i,10%,5%,-0.1%,3%,1%,6%,-2%,5.9,66,
Cc1nc(NC2=NCN(Cc3ccccc3)CN2)nc2ccccc12,nt,nt,nt,-0.1%,-14%,nt,-2%,0%,nt,nt,
